Screens deposited in PubChem by National Center for Advancing Translational Sciences (NCATS).
HT1080 IDH1KD tx = HT-1080 IDH1 knockdown cell toxicity (counter line); Potency, µM (titrated, usually from 46.1 µM), without a hit: top-dose activity, negative = toxicity, most hits filed as cytotoxic; 360,000 compounds, 2% hits; HT-1080 IDH1 knockdown viability, ATP luminescence, 48 h;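 note: potency is the fitted concentration of half-maximal effect; 0% = DMSO wells and -100% = cell-free medium wells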
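After a 2 h attachment period, IDH1KD HT-1080 cells took pin-transferred compound for 48 h at 37 °C; ATP-based luminescence after 10 min room-temperature reagent incubation reported viability.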
S2 tox = reduces viability in counter-screen for ATXN expression inhibitors. S2 cells (HEK-293 line with an ATXN2-luciferase reporter) viability, CellTiter-Fluor protease fluorescence, 24 h. Potency, µM (doses to about 56.7 µM), actives largely listed as cytotoxic. 400,000 compounds, 0.49% hits; note: potency is the fitted concentration of half-maximal effect; nearly all actives have a fitted effect of over 40% in size
ATXN2 expr inh = inhibitors of ATXN2 expression; Potency, µM (titrated, usually from 57 µM), for inactives: top-dose activity change, negative = inhibition, actives largely listed as inhibitors; HEK-293 ATXN2-luciferase reporter, luminescence, 24 h; 360,000 compounds, 0.72% hits; note: potency is the fitted concentration of half-maximal effect; % is set by controls: 0 for no effect and ±100 for the full control effect; nearly all actives have a fitted effect of over 55% in size
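ATXN2-luciferase reporter cells (luciferase flanked by upstream and downstream ATXN2 gene portions) were treated 24 h at 37 °C with compounds at up to 57 uM. SteadyGlo luminescence gave expression; GF-AFC fluorescence gave viability.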
HT1080-NT tox = kills 2HG-producing HT-1080-NT fibrosarcoma cells; HT-1080-NT fibrosarcoma viability, CellTiter-Glo ATP luminescence, 48 h; Potency, µM (titrated, usually from 46.1 µM), for inactives: top-dose activity, negative = less viability, actives largely listed as cytotoxic; 360,000 compounds, 1.6% hits; AID 686970;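 note: NT is the 2HG producing partner of a matched IDH1 knockdown line; potency is the fitted concentration of half-maximal effect; 0% = DMSO-treated cells and -100% = media-only wells without cells; nearly all actives have a fitted effect of over 55% in size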
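HT-1080-NT; 750 cells/well; 5% FBS RPMI; 48 h compound, 37 degrees C; CellTiter-Glo luminescence; curve fitting and curve-class assignment.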
IL-1B inflam inh = inflammasome signaling inhibition, IL-1 beta readout | THP-1 LPS/ATP IL-1B secretion, AlphaLISA, 16 h; active compounds read low | activity change, % at 57.5 µM | 360,000 compounds, 4.7% hits | AID 743279; in the data active = activity change below about -50%; inconclusive = mostly about -30% to -49%; note: % is set by controls: 0 for no effect and ±100 for the full control effect
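Secreted IL-1B measured by AlphaLISA bead assay after 16 h compound exposure of THP-1 cells; compounds (final up to 57.5 uM) added 1 h before LPS (250 ng/mL) and ATP (1.25 mM) stimulation; lower signal means less secretion.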
MCF10A rereplic = inducers of DNA re-replication in MCF 10A breast cells | MCF 10A DNA re-replication, Hoechst nuclear intensity, 48 h | Potency, µM (top dose mostly 46.1 µM), for inactives: at the top dose activity, positive = re-replication, hits mostly activators | 350,000 compounds, 2.9% hits; note: potency is the fitted concentration of half-maximal effect; % of control where 0% means no effect; nearly all actives have a fitted effect of over 50% in size
SW480 rerep = inducers of DNA re-replication in SW480 colon cancer cells; SW480 DNA re-replication, Hoechst DNA content imaging, 48 h; 340,000 compounds, 1.8% hits; AID 624297; Potency, µM (series often up to 46.1 µM), inactives show top-dose re-replication activation, most hits filed as activators; note: potency is the fitted concentration of half-maximal effect; % of control where 0% means no effect; nearly all actives have a fitted effect of over 55% in size
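Per well, 250 cells were exposed to pinned compound for 48 hr. Nuclear DNA was visualised with Hoechst (40 min, 37 C) and total object intensity recorded by fluorescence scanning.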
KB-3-1 tox = kills parental KB-3-1 adenocarcinoma cells; AID 1347075; KB-3-1 viability, CellTiter-Glo ATP luminescence, 72 h; Potency, µM (doses to about 46.1 µM), for the others: at the top dose activity change, negative = cytotoxic, usual class: cytotoxic; 400,000 compounds, 1.4% hits; note: potency is the fitted concentration of half-maximal effect; % is set by controls: 0 for no effect and ±100 for the full control effect; nearly all actives have a fitted effect of over 60% in size
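KB-3-1 cells, DMEM (no phenol red) + 10% FBS; compound by pin transfer, 72 h, 37 °C. Readout: CellTiter-Glo luminescence after 10 min. Data normalized, curve-fitted.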
KB-V1 cytotox = kills drug-selected multidrug resistant KB-V1 cells. KB-V1 MDR cells viability, CellTiter-Glo, 72 h. Potency, µM (doses to about 46.1 µM), for inactives: at the highest dose activity change, negative = cytotoxicity, actives largely listed as cytotoxic. 400,000 compounds, 3.4% hits; note: potency is the fitted concentration of half-maximal effect; % is set by controls: 0 for no effect and ±100 for the full control effect; nearly all actives have a fitted effect of over 60% in size
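KB-V1 MDR subline cells in DMEM (phenol-red free, 10% FBS) exposed to compounds in qHTS concentration series for 72 h at 37 degrees C. Viability read by CellTiter-Glo luminescence; concentration-effect curves fitted after normalization and correction.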
* = called active by the depositor; i = inactive; ? = inconclusive; · = no result given; & = joins results of further samples; [ ] = remark or other dose. Unless noted, calls come from the whole dose curve; as a rule, active = well fitted curve in the direction sought with a large enough effect; inconclusive = small, poorly fitted or top-dose-only effect, or another doubt; inactive = no such curve, though single readings can be large; an effect the other way counts as inactive or inconclusive.

SMILES	HT1080 IDH1KD tx	S2 tox	ATXN2 expr inh	HT1080-NT tox	IL-1B inflam inh	MCF10A rereplic	SW480 rerep	KB-3-1 tox	KB-V1 cytotox
CC(C)=NNc1nc(-c2ccccc2)c(C)s1	-7.8%	i	3.9%	-7.6%	52.2	16.0%	-20.9%	1.0%	-0.5%
COc1ccc(OC)c(N2C(=O)CC(C(C)c3ccccc3)C2=O)c1 (centres undefined)	-5.2%	i	-3.1%	-7.8%	3.7	-6.6%	-2.8%	-4.6%	-4.6%
CCNc1nc(SCC(=O)Nc2ccc(Cl)c(Cl)c2)nc(N2CCOCC2)n1	?	?	-34.8%	?	-58.6*	?	4.5%	?	-25.0%
C[C@H](CO)N1C[C@H](C)[C@@H](CN(C)S(=O)(=O)c2cccs2)Oc2c(NC(=O)CCC(F)(F)F)cccc2C1=O	-1.5%	i	-1.8%	2.0%	15.4	-0.9%	-43.1%[inhibitor][9.22 µM]	-0.1%	2.8%
Cc1cc(C)cc(NCC(=O)Nc2c(C)cccc2C)c1	-0.2%	i	3.3%	-12.8%	?	4.7%	-1.8%	0.1%	?
CC(/C=C/c1ccccc1)=N\NC(=S)NC(C)C	0.2%	i	-7.9%	-6.1%	-10.5	0.7%	-11.1%	1.5%	-21.6%
CCN(CC)S(=O)(=O)c1cccc(-c2n[nH]c(=S)n2/N=C/c2ccc(Br)cc2)c1	-3.0%	i	-9.8%	-7.0%	17.9	11.5%	-2.3%	-3.9%	?
O=C1NC[C@@H](CCCCN2C[C@H](Cc3ccccc3)N(Cc3ccccc3)C(=O)C2=O)N(CC2CCCCC2)C1=O	8.7%	i	8.1%	-0.9%	-6.8	·	·	6.5%	5.2%
COc1ccc(OC)c(CCNC(=O)CS(=O)(=O)Cc2nc(-c3ccccc3C)oc2C)c1	0.6%	i	-3.6%	3.4%	-18.4	5.7%	-2.9%	?	6.51µM*
CCc1nc(C)cc(N)c1OCc1ccccc1	-10.2%	i	-12.2%	4.3%	-8.9	-5.4%	-4.0%	1.3%	?
O=C(c1oc2ccccc2c1CSCc1ccccc1)N1CCN(c2ncccn2)CC1	-7.5%	i	?	10.0%	-7.9	?	21.9%	-9.1%	0.0%
Cc1noc(C)c1CSc1nc2ccccc2n1C	-1.8%	i	9.9%	-3.9%	-25.3	-0.1%	-19.3%	-10.5%	-12.1%
CC1CN(C(=O)C(c2ccccc2)c2ccccc2)CC(C)O1 (centres undefined)	0.0%	·	·	2.4%	-26.7	3.6%	-20.8%	2.8%	-9.8%
O=C(NC1CCCCC1)N1CCCC(c2nc(-c3ccc(S(=O)(=O)N4CCCC4)cc3)no2)C1 (centres undefined)	-3.1%	i	-12.6%	-0.3%	1.5	5.8%	-0.7%	?	3.66µM*
CC(C)(C)NCC(=O)N/N=C/c1ccc(OCc2ccccc2)cc1	-22.8%	i	2.2%	-29.2%	-10.9	-1.3%	-2.0%	-6.1%	4.7%
S=C(NCCN1CCOCC1)C(=S)NCCN1CCOCC1	8.3%	i	0.4%	-2.6%	7.7	-0.7%	6.9%	-4.5%	-1.1%
Cc1cccc(N2C(=O)CS/C2=N\NC(=O)c2ccc(Cl)cc2)c1C	-1.9%	i	27.4%	3.7%	-21.1	-4.3%	-2.8%	0.7%	0.0%
COc1ccc(NC(=O)c2cc(-c3cc(Cl)ccc3O)n[nH]2)c(OC)c1	?	i	-11.9%	-21.7%	-10.5	1.3%	6.0%	7.0%	11.1%
CN(Cc1ccccc1)C(=O)CN1CCN(S(=O)(=O)c2ccc(Cl)c(Cl)c2)CC1	-1.6%	i	-8.2%	3.7%[9.24 µM]	-54.1*	0.5%	-8.5%	-0.7%	-2.9%
Cc1ccc(/C=N/NC(=O)CNC(=O)COc2ccccc2)o1	?	i	5.0%	18.0%	4.8	-24.6%	1.1%	27.5%	-10.4%
CN(C)c1ccc(-c2noc(C3CCN(C(=O)Nc4ccc(Cl)cc4)CC3)n2)cc1	-0.2%	i	-19.8%	-1.6%	-24.0	?	?	-3.5%	?
CC(C)CC(NS(=O)(=O)c1ccc2c(c1)oc(=O)n2C)C(=O)N1CC=C(c2ccccc2)CC1 (centres undefined)	5.1%	i	0.1%	4.9%	-3.8	-6.3%	-4.8%	-0.3%	17.8%
COc1ccc(NC2CCCN(C(=O)c3csc(C(C)C)n3)C2)cc1OC (centres undefined)	-9.4%	?	-0.2%	3.1%	8.3	1.2%	-7.1%	·	·
CCOc1ccc(NC(=O)CN(C)C(=O)c2cc(-c3cccs3)nn2-c2ccccc2)cc1OCC	8.7%	i	-0.8%	5.1%	-0.4	-1.5%	2.6%	?	?
CN(Cc1cccnc1)Cc1c(C(=O)N2CCc3ccccc3C2)nc2ccc(Cl)cn12	-3.4%	i	-11.7%	-1.6%	0.0	8.7%	1.1%	-15.8%	?
COc1cccc(CN(CC2CCCO2)C(=O)c2cc3ccccc3oc2=O)c1 (centres undefined)	-5.4%	i	18.7%	2.8%	-10.1	-4.8%	-1.5%	-8.9%	-17.3%
COc1cc(NS(=O)(=O)c2ccc(N)cc2)nc(OC)n1	5.9%	i	-0.8%&9.2%&13.1%	11.0%	15.7	8.8%	-2.7%	0.0%	7.6%
CC(C)CCNC(=O)c1ccc2c(c1)NC(=O)C(C(C)C)N2 (centres undefined)	·	i	15.4%	·	·	·	·	0.7%	0.0%
O=C(/C=C/c1ccc([N+](=O)[O-])cc1)NNC(=O)C1CC1	9.0%	?	-4.8%	16.3%	-11.2	6.2%	-6.4%	2.5%	12.7%
N#CC(=C(O)COC(=O)c1ccc2c(c1)OCCO2)c1nc2ccccc2[nH]1	-5.9%	i	-9.7%	-5.1%	63.5	?	?	27.0%	0.0%
CCOc1ccc(S(=O)(=O)N(C)CC(=O)NC2CC2)cc1	2.0%	i	-7.1%	-6.4%	0.8	0.5%	-1.5%	-7.2%	0.0%
Cc1[nH]n(-c2ccccc2)c(=O)c1C=Nc1cccc(F)c1	-8.8%	i	13.1%	-9.5%	18.1	-5.7%	-118.8%[inhibitor]	-17.5%	0.0%
S=C(NCc1ccco1)NCc1ccccc1Cl	0.9%	i	11.8%	1.6%	-11.4	2.8%	2.0%	8.1%	9.9%
COc1cc2c(cc1OC)CN(C(=O)CSc1n[nH]c(N)n1)CC2	5.3%	i	-0.9%	0.9%	-5.3	-9.0%	1.1%[9.22 µM]	24.9%	?
O=C(CCc1ccccc1)Nc1ncc([N+](=O)[O-])s1	?	i	40.4%[activator]	?	-59.9*	17.4%	8.9%	?	-10.6%
CC(C)Cc1nn2cc(-c3cccc(Br)c3)nc2s1	·	i	24.1%	·	·	·	·	-9.2%	-7.3%
CCOC(=O)C1CCCN(C(=O)c2cn(-c3ccccc3)nc2-c2cccnc2)C1 (centres undefined)	18.9%	i	12.6%	0.6%	-8.2	0.7%	0.6%	-3.8%	-14.3%
CCOC(=O)N1CCN(c2c(NCCN3CCCCC3CC)c(=O)c2=O)CC1 (centres undefined)	6.4%	i	1.1%	0.2%	16.8	-1.9%	-3.5%	-7.3%	1.3%
CC(C)(C)NC(=O)C(c1ccccc1F)n1c(=O)c(-c2ccco2)nc2ccccc21 (centres undefined)	1.3%	·	·	2.3%	-12.0	·	·	-3.7%	-26.0%
C=C(C)Cn1c(NCCOC)nc2c1c(=O)[nH]c(=O)n2C	22.4%	i	-7.6%	13.6%	8.0	-7.5%	-28.2%	10.2%	-3.5%

A draw from above in order of SMILES length, low to high:
SMILES	HT1080 IDH1KD tx	S2 tox	ATXN2 expr inh	HT1080-NT tox	IL-1B inflam inh	MCF10A rereplic	SW480 rerep	KB-3-1 tox	KB-V1 cytotox
CC(C)CCNC(=O)c1ccc2c(c1)NC(=O)C(C(C)C)N2 (centres undefined)	·	i	15.4%	·	·	·	·	0.7%	0.0%
O=C(NC1CCCCC1)N1CCCC(c2nc(-c3ccc(S(=O)(=O)N4CCCC4)cc3)no2)C1 (centres undefined)	-3.1%	i	-12.6%	-0.3%	1.5	5.8%	-0.7%	?	3.66µM*
CC(C)CC(NS(=O)(=O)c1ccc2c(c1)oc(=O)n2C)C(=O)N1CC=C(c2ccccc2)CC1 (centres undefined)	5.1%	i	0.1%	4.9%	-3.8	-6.3%	-4.8%	-0.3%	17.8%

Other structures follow:
SMILES	HT1080 IDH1KD tx	S2 tox	ATXN2 expr inh	HT1080-NT tox	IL-1B inflam inh	MCF10A rereplic	SW480 rerep	KB-3-1 tox	KB-V1 cytotox
CC1CCN(Cc2nnnn2CCCC(=O)NC(c2ccccn2)C(F)(F)F)CC1 (centres undefined)	2.0%	i	-1.3%	8.1%	2.4	20.6µM*	3.0%	-7.6%	?
CCOC(=O)C1CCCN(S(=O)(=O)c2cc3[nH]c(=O)c(=O)[nH]c3cc2C)C1 (centres undefined)	2.2%	i	8.7%	-0.4%	15.9	1.2%	-1.6%	4.5%	?
CCN(CC)CCNC(=O)C1CCN(S(=O)(=O)N2CCCCC2)CC1	1.8%	i	5.3%	4.5%	17.2	-3.0%	-3.5%	1.0%	2.9%
C/C(=N\Nc1ccc(C(=O)O)cc1)c1ccc(S(=O)(=O)NCc2ccco2)cc1	11.4%	i	·	11.0%	41.3	-0.5%	-0.1%	-6.8%	-3.9%
CN(C)C(=O)c1ccc(NC(=O)COC(=O)c2cc(S(=O)(=O)N(C)C)ccc2N2CCCC2)cc1	-0.6%	i	-3.3%	-0.8%	-14.1	1.4%	-2.1%	-3.2%	-0.5%
O=C(Cc1cccs1)N(Cc1ccco1)C1(C(=O)NC2CCCC2)CCCCC1	-3.4%	?	-11.7%	-2.0%	-19.6	-1.5%	1.7%	0.8%	?
CC(C)C1Nc2ccc(C(=O)N3CCN(c4ccccn4)CC3)cc2NC1=O (centres undefined)	-2.6%	i	4.5%	-1.1%	-2.0	2.9%	1.1%	0.3%	-8.1%
O=C(Nc1nc2ccc(F)cc2s1)c1nc(S(=O)(=O)Cc2ccccc2)ncc1Cl	·	14.1µM*	?	·	·	·	·	-17.3%	-27.6%
